Bioassay records (PubChem)
PGC1a acetyl inh = PGC1a acetylation modulation, inhibitor mode; 350,000 tested, 0.17% active; U2OS PGC1a acetylation, AlphaScreen anti-acetyl-lysine; with virally co-expressed GCN5 acetyltransferase; inhibition, % at 15.6 µM;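 active = every replicate shows inhibition of at least 40%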;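 note: 0% = neutral control wells and 100% = positive control wells; some results beyond the cut were filed as inactive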
LGR2 inh = inhibitors of bursicon-induced Drosophila LGR2 receptor cAMP signaling; HEK293 LGR2, CRE-luciferase, bursicon-stimulated, 4 h; inhibition, % at 9.99 µM; 380,000 tested, 0.35% active; AID 720647;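 active = drop in luminescence signal, shown as inhibition above about 50% in the replicate tests, limit read from the data, passing the limit was not always enough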;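 note: agonist challenge used bursicon conditioned medium at about half maximal strength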
EWS-Fli block = blocks EWS/Fli oncoprotein-driven transcription. A673 NR0B1-luciferase reporter, viability-normalised. inhibition, % at 12.6 µM. 350,000 tested, 0.67% active;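 active = mean inhibition of at least 50% after viability correction, with every replicate also passing that limit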;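 note: firefly luciferase signal divided by Alamar Blue viability fluorescence both relative to DMSO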
PAX8 reporter = lowers PAX8-driven luciferase in RMG-I cells. RMG-I TPO-luciferase reporter, SteadyGlo, 24 h. inhibition, % at 12.6 µM. 360,000 tested, 1.2% active. AID 652154;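 active = mean replicate inhibition at least 60% with every replicate also reaching 60%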;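 note: luciferase light reporting Pax8 driven TPO promoter activity; plate controls were median of neutral control wells for no effect and mitoxantrone controls for full effect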
CASP6 VEID inh = caspase-6 (human) enzyme inhibition. inhibition, % at 12.5 µM. 350,000 tested, 0.53% active. purified caspase-6, Z-VEID-R110 cleavage fluorescence. P55212;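 active = mean inhibition across replicates at least about 35%, with every replicate also reaching that limit, limit read from the data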;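 note: 0% = median of neutral control wells and 100% = no fluorescence left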
Target sequence (P55212 24-179 limits assumed): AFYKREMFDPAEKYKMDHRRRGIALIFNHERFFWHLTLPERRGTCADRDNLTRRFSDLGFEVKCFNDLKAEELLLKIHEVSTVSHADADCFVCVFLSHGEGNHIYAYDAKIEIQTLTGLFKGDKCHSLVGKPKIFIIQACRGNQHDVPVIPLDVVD
Target sequence (P55212 194-293 limits assumed): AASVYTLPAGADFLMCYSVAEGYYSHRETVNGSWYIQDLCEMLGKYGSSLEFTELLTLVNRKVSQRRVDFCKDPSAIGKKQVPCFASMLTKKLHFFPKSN
FN deposition inh = fibronectin deposition inhibition | AH1F fibroblasts, Alexa488-fibronectin deposition fluorescence, overnight | inhibition, % at 12.6 µM | 350,000 tested, 0.086% active | AID 743247;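 active = mean inhibition across replicates of 30% or more, regardless of how many single replicates reach that level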;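 note: positive control wells lacked labelled fibronectin entirely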
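Assay system: AH1F fibroblasts assembling fluorescent fibronectin matrix; Amount: 10000 AH1F cells per well; Buffer or medium: DMEM, 2% serum; Probe or stimulus: Alexa488-fibronectin, 24 nM final in well; Doses: single compound dose, delivered by pin transfer; Incubation: 1 h adhesion, overnight exposure; Measured by: fluorescence 485/525 nm; Read-out: fibronectin deposition inhibition.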
Cneo AK release = causes C. neoformans cell lysis; adenylate kinase release luminescence, 4 h; normalised: neutral wells 0, clomiphene wells 100; lysis activity, % at 15 µM; 360,000 tested, 0.2% active; AID 651654;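 active = mean lysis activity across replicates of at least 80%, whatever share of replicates individually reach that level; inactive = mean lysis activity below 80%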
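Assay system: log-phase C. neoformans yeast / Quantity: yeast cell density of 5 × 10^6 cells/mL / Medium: fresh YPD growth medium / Compound: single dose / Timing: static 4 h at 37 °C with compound, 1 h detection / Measured by: adenylate kinase release luminescence / Read-out: lysis from increased AK signal / Benchmarks: Clomiphene as positive lysis control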
miR122 inh = miR-122 inhibition in Huh7 cells. AID 602342. activation (reporter increase), % at 12.5 µM. 340,000 tested, 0.3% active. Huh7 miR-122 Renilla luciferase sensor, 48 h; neutral wells = 0, positive control = 100;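 active = mean replicate activation score at least 90 and every replicate individually at or above 90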;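 note: higher luciferase means less miR-122 activity so hits act as miR-122 inhibitors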
* hit, by the source's call; nt = not tested or not shown; [ ] = another dose, or the depositor's remark.

Every second line gives: miR122 inh, Cneo AK release, PAX8 reporter, LGR2 inh, FN deposition inh, EWS-Fli block, CASP6 VEID inh, PGC1a acetyl inh
(1) COc1cc(NC(=O)c2ccccc2F)c(OC)cc1NC(=O)CN1CCOCC1
  4, -1, -19, -41, -6, -7, 2, nt
(2) OCCC1CN(CC#Cc2ccccc2)CCN1C1CCCC1 (configuration not stated)
  -11, 3, -4, -5, -6, -4, -1, 2
(3) O=C(CSc1nnc(-c2ccco2)o1)c1ccccc1
  -2, 0, -61, nt, 3, nt, nt, 6
(4) C[C@@H]1CN([C@H](C)CO)C(=O)c2c(c3ccccc3n2C)-c2ccccc2CO[C@@H]1CN(C)S(C)(=O)=O
  nt, -2, nt, 3, 8, -3, -3, -2
(5) C[C@H](CO)N1C[C@H](C)[C@@H](CN(C)Cc2ccc(Oc3ccccc3)cc2)Oc2ncc(-c3ccncc3)cc2C1=O
  -9[16.7 µM], 6, nt, 13, 12, 29, -1, -20
(6) COC(=O)c1cn(NC(=O)c2cccc(N(C)C)c2)c(=O)c2ccccc12
  -2, -1, -31, nt, 0, nt, nt, 13
(7) Cc1ccc(NC(=O)C(C)OC(=O)COc2cccc(C(F)(F)F)c2)cc1S(=O)(=O)N1CCOCC1 (configuration not stated)
  -1, 0, 9, -3, nt, 13, -1, -7
(8) COc1cccc(CNC(=O)Cn2cc3c(n2)CCCC3)c1
  -2, 3, 4, 9, 1, -1, 2, nt
(9) Cc1sc(NC(=O)CSc2nnnn2C(C)C)c(C#N)c1C
  -4, nt, -9, 19, 1, 16, 5, -8
(10) COc1ccc(NC(=O)N(C)C[C@H]2Oc3ccc(NS(C)(=O)=O)cc3C(=O)N([C@H](C)CO)C[C@H]2C)cc1
  1[16.7 µM], 1, nt, -3, -10, -6, 0, 9
(11) COc1ccccc1CNC(=O)CSc1ccc(C(=O)Nc2ccccc2OC)cc1[N+](=O)[O-]
  nt, nt, 1, 23, 4, -4, -3, nt
(12) COc1ccc(C(=O)COC(=O)CCCn2c(=O)oc3ccccc32)cc1
  -7, -1, -14, nt, 3, nt, nt, 2
(13) COc1ccc(C(=O)NC(=S)NCc2ccccc2)cc1
  -8, 5, -9, nt, nt, nt, nt, 7
(14) CCCNC(=O)Nc1ccc2c(c1)C(=O)N(C)C[C@@H](OC)[C@@H](C)CN(CC1CCCC1)[C@@H](C)CO2
  10[16.7 µM], nt, nt, -1, -11, -2, nt, 3
(15) COc1ccc(CNC(=O)CCn2nc(C)c3c(C)n(-c4ccccc4)nc3c2=O)c(OC)c1
  1, 5, 3, 0, 3, nt, 4, -1
(16) Cc1onc(-c2c(F)cccc2Cl)c1C(O)c1ccc(F)cc1 (configuration not stated)
  -6, -1, -6, 11, -6, 10, 0, 6
(17) O=C(C[C@@H]1C=C[C@@H](NS(=O)(=O)c2ccccc2)[C@@H](CO)O1)NCCN1CCCCC1
  nt, 5, -15, 1, 3, 5, -10, 2
(18) C[C@@H]1CN([C@H](C)CO)C(=O)c2cc(NS(C)(=O)=O)ccc2O[C@@H](C)CCCCO[C@H]1CN(C)Cc1ccccc1
  0[16.7 µM], 5, 11, 3, nt, -5, -3, -2
(19) CC(=O)c1cccc(NC(=O)C2Cc3c(-c4ccccc4Oc4ccccc4)ccnc3O2)c1 (configuration not stated)
  nt, 0, 21, 40, 3, 8, -2, nt
(20) Cn1cc(SCC(=O)NC2CCCCC2)c2ccccc21
  18, 7, -4, 5, nt, nt, -2, -3
(21) O=C(OCCCOC(=O)c1ccccc1O)c1ccccc1O
  nt, nt, -12, 1, 4, 2, 0, nt
(22) C[C@@H]1CN([C@H](C)CO)S(=O)(=O)c2ccc(C#Cc3ccc(F)cc3)cc2O[C@@H]1CN(C)C
  2[16.7 µM], 2, 10, 17, 8, -2, 0, 3
(23) CNc1ccc(-c2ccccc2OC)cn1
  0, 0, 1, 2, 1, 2, -4, nt
(24) CSc1ccc(-c2sc(Nc3cccc4ccccc34)n[n+]2-c2ccccc2)cc1
  12, -6, 37, -84, 4, 3, 3, 1
(25) COC(=O)Cn1cc(S(=O)(=O)NCc2ccc(C)cc2)c2cc([N+](=O)[O-])ccc21
  -2, -1, 3, -2, 5, 5, 3, 2
(26) CC(=O)N1c2ccccc2NC(=O)C1(C)C
  -5, -2, 3, nt, 2, nt, nt, -5
(27) C[C@@H]1CCCCO[C@@H](CN(C)C(=O)Nc2ccc(F)cc2)[C@H](C)CN([C@@H](C)CO)C(=O)c2cc(NS(=O)(=O)c3ccc(Cl)cc3)ccc2O1
  -11[16.7 µM], -3, 37, 3, 6, 10, 1, 9
(28) COCC#Cc1cnc2c(c1)C(=O)N([C@@H](C)CO)C[C@@H](C)[C@H](CN(C)C(=O)c1ccc3c(c1)OCO3)O2
  -2[16.7 µM], -1, nt, -1, nt, -15, -3, 0
(29) COc1cc(NC(=S)NC(=O)c2ccco2)ccc1NC(=O)C(C)C
  nt, nt, -18, -2, 1, -2, 3, 6
(30) COc1ccc(CC2(CO)CCN(S(=O)(=O)N(C)C)CC2)cc1
  nt, nt, 8, -16, nt, -5, 0, 9
(31) CC1=C(C(=O)N2CCOCC2)CC(CC(=O)NCc2ccco2)C(=O)N1Cc1ccc(F)cc1 (configuration not stated)
  1, 1, -7, -3, 6, -5, -3, -19
(32) COc1ccc(S(=O)(=O)N(C)C[C@@H]2Oc3ccc(NS(=O)(=O)c4ccc(Cl)cc4)cc3C(=O)N([C@@H](C)CO)C[C@@H]2C)cc1
  -4[16.7 µM], 1, nt, 11, nt, 17, -3, -9
(33) O=C(NC1CCCCC1)N1CC2(C1)[C@H](c1ccccc1)[C@H](CO)N2CC1CC1
  nt, nt, nt, 6, 4, -4, -1, 6
(34) O=Cc1c(NCCN2CCCC2)c2ccccc2[nH]c1=O
  -3, 0, 1, 14, 6, 17, -65, -1
(35) O=C1Nc2ccccc2-n2nnnc2C1N1CCN(c2ccc(F)cc2)CC1 (configuration not stated)
  nt, nt, 11, -1, 3, 7, 3, nt
(36) COc1ccc(S(=O)(=O)Nc2cccc(N(C)S(C)(=O)=O)c2)cc1C
  36, nt, 32, 17, nt, nt, nt, -1
(37) CCc1ccc(C2N3CC4([N+](=O)[O-])CN2CC([N+](=O)[O-])(C3)C4(C)C)cc1 (configuration not stated)
  0, 4, 2, 0, 10, 1, -1, 7
(38) C[C@@H]1CN([C@@H](C)CO)C(=O)Cc2cc(NC(=O)Cn3cnnn3)ccc2O[C@H]1CN(C)Cc1ccc(C(F)(F)F)cc1
  -6[16.7 µM], -2, 0, 0, nt, -4, -1, -8
(39) COc1ccc(S(=O)(=O)Nc2ccc3c(c2)C(=O)N([C@@H](C)CO)C[C@@H](C)[C@@H](CN(C)C(=O)Nc2ccccc2)O3)cc1
  -2[16.7 µM], 1, -4, 10, nt, 2, -1, 11
(40) CCOC(=O)C1=C(C)NC2=C(C(=O)OC2)C1c1ccccc1 (configuration not stated)
  nt, nt, 18, 8, 15, 5, 4, 1

Part of the list above, tab-delimited:
entry	molecule	miR122 inh	Cneo AK release	PAX8 reporter	LGR2 inh	FN deposition inh	EWS-Fli block	CASP6 VEID inh	PGC1a acetyl inh
28	COCC#Cc1cnc2c(c1)C(=O)N([C@@H](C)CO)C[C@@H](C)[C@H](CN(C)C(=O)c1ccc3c(c1)OCO3)O2	-2[16.7 µM]	-1	nt	-1	nt	-15	-3	0
29	COc1cc(NC(=S)NC(=O)c2ccco2)ccc1NC(=O)C(C)C	nt	nt	-18	-2	1	-2	3	6
30	COc1ccc(CC2(CO)CCN(S(=O)(=O)N(C)C)CC2)cc1	nt	nt	8	-16	nt	-5	0	9
31	CC1=C(C(=O)N2CCOCC2)CC(CC(=O)NCc2ccco2)C(=O)N1Cc1ccc(F)cc1 (configuration not stated)	1	1	-7	-3	6	-5	-3	-19
32	COc1ccc(S(=O)(=O)N(C)C[C@@H]2Oc3ccc(NS(=O)(=O)c4ccc(Cl)cc4)cc3C(=O)N([C@@H](C)CO)C[C@@H]2C)cc1	-4[16.7 µM]	1	nt	11	nt	17	-3	-9
33	O=C(NC1CCCCC1)N1CC2(C1)[C@H](c1ccccc1)[C@H](CO)N2CC1CC1	nt	nt	nt	6	4	-4	-1	6
34	O=Cc1c(NCCN2CCCC2)c2ccccc2[nH]c1=O	-3	0	1	14	6	17	-65	-1
35	O=C1Nc2ccccc2-n2nnnc2C1N1CCN(c2ccc(F)cc2)CC1 (configuration not stated)	nt	nt	11	-1	3	7	3	nt
36	COc1ccc(S(=O)(=O)Nc2cccc(N(C)S(C)(=O)=O)c2)cc1C	36	nt	32	17	nt	nt	nt	-1
37	CCc1ccc(C2N3CC4([N+](=O)[O-])CN2CC([N+](=O)[O-])(C3)C4(C)C)cc1 (configuration not stated)	0	4	2	0	10	1	-1	7

(cont.)
Every second line gives: miR122 inh, Cneo AK release, PAX8 reporter, LGR2 inh, FN deposition inh, EWS-Fli block, CASP6 VEID inh, PGC1a acetyl inh
(41) O=C(Cc1ccccn1)N1[C@H](CO)[C@@H]2c3ccccc3NC[C@@H]21
  -7[16.7 µM], 3, -1, 0, -11, 2, 5, -3
(42) O=C(O)Cc1ccc(O)c(F)c1
  -2, -2, 3, -62, -2, 4, -3, -10
(43) C[C@@H]1CCCCO[C@@H](CN(C)C(=O)Nc2ccc(C(F)(F)F)cc2)[C@H](C)CN([C@H](C)CO)C(=O)c2cc(NC(=O)Nc3ccc(F)cc3)ccc2O1
  -13[16.7 µM], -2, 57, 9, -12, 1, 0, 3
(44) O=C(Nc1ccc(S(=O)(=O)N2CCCC2)cc1)c1ccc(OCC2CCCO2)cc1 (configuration not stated)
  -9, 2, 23, 25, 0, 3, -1, 2
(45) CC(C)C1CC(CCN)(Cc2ccccc2)CCO1 (configuration not stated)
  1, nt, 10, 10, -3, 11, nt, -15
(46) C[C@@H]1CN([C@H](C)CO)C(=O)c2cccc(NC(=O)c3nc4ccccc4s3)c2O[C@H]1CN(C)CC1CCCCC1
  11[16.7 µM], 2, nt, 12, -3, -3, 1, -6
(47) COc1ccc(NC(=O)N(C)C[C@@H]2OCCCC[C@H](C)Oc3ccc(NC(=O)Nc4cccc5ccccc45)cc3C(=O)N([C@@H](C)CO)C[C@H]2C)cc1
  -10[16.7 µM], 2, 5, -13, nt, 8, nt, -3
(48) C[C@@H]1CN([C@@H](C)CO)C(=O)CCCn2cc(nn2)CO[C@@H]1CN(C)C(=O)c1ccccc1
  0[16.7 µM], nt, 1, 12, -10, -11, nt, 7
(49) Cc1ccccc1-n1nc(-c2cccnc2)cc1C(=O)NN
  1, 1, 6, -4, -2, 6, -3, -3
(50) CC(C)(C)c1nc2ccc([N+](=O)[O-])cc2[nH]1
  23, 0, 2, nt, -7, 7, 0, nt
